Screens from PubChem.
PI4K2A block: qHTS for small molecular inhibitors of PI4K2A. purified PI4K2A, ADP-Glo luminescence, 1 h; hits give low values. activity change, negative = inhibition, % at 76.9 µM. 420,000 compounds, 0.13% hits; in the data active = activity change below about -50%; inconclusive = mostly about -30% to -49%;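 note: -100% = wells without enzyme as full effect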
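In this quantitative HTS, ADP production by PI4K2A was quantified luminescently after 1 h at ambient temperature; 100 microM adenosine served as plate-quality control.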
ERG Ets-DNA blk: qHTS for Small Molecule Inhibitors of the ERG Ets/DNA interaction; Transcriptional regulator ERG (Homo sapiens), P11308; fluorescence polarization, His-ERG Ets domain / labelled DNA; Potency, µM (top dose mostly 76.9 µM), without a hit: at the highest dose FP activity, negative = inhibition, actives largely listed as inhibitors; 370,000 compounds, 0.028% hits; AID 624246, 2012; active = well fitted inhibition curve with a large enough effect in the polarisation, with a control signal flat; inconclusive = small, poorly fitted or top-dose-only effect, or effect the other way, or a change in a side signal; inactive = no such curve, though single readings can be large or run the other way; the % refers to the polarisation;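 note: polarization taken with two DNA probes labelled with fluorescein and Texas red; potency is the fitted concentration of half-maximal effect; % of control where 0% means no effect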
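His-tagged ERG Ets domain (1 uM in the protein solution; 300mM KCl, 50mM Tris-HCl, 1mM EDTA, 1mM DTT, pH 7.5) received compound, then a probe mix of 5 nM fluorescein-DNA and 100nM Texas-615-DNA. Fluorescence polarization was read for both dyes.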
GLS inh: qHTS for Inhibitors of Glutaminase (GLS); Potency, µM (highest dose often 45.5 µM), for the others: at the top dose activity change, negative = inhibition, most hits filed as inhibitors; GLS enzymatic activity, qHTS titration; AID 624170, 2012; Glutaminase kidney isoform, mitochondrial (Homo sapiens), O94925; 410,000 compounds, 0.21% hits; note: potency is the fitted concentration of half-maximal effect; % is set by controls: 0 for no effect and ±100 for the full control effect
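hKGA in 45 mM KH2PO4 (pH 8.2), 0.02% Tween-20 with compound, then 1mM L-Glutamine (stock as added) plus glutamate oxidase/HRP/Amplex red coupling mix. Fluorescence read initially and after 30 min at RT; signal change reflects glutamate formation.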
Pin1 inh: qHTS Assay to Find Inhibitors of Pin1. Potency, µM (top dose mostly 115 µM), inactives show at the highest dose activity, negative = inhibition, most hits filed as inhibitors. Peptidyl-prolyl cis-trans isomerase NIMA-interacting 1 (Homo sapiens), Q13526. 390,000 compounds, 0.009% hits. AID 504891, 2011. Pin1 FP peptide displacement, HiFluor488, 10 min; active = well fitted inhibition curve with a large enough effect in the polarisation, with a control signal flat, not every such curve was filed as active; inconclusive = small, poorly fitted or top-dose-only effect, or effect the other way, or a change in a side signal; inactive = no such curve, though single readings can be large or run the other way; the % refers to the polarisation; note: potency is the fitted concentration of half-maximal effect; % is set by controls: 0 for no effect and ±100 for the full control effect
G9a inh: qHTS Assay for Inhibitors of Histone Lysine Methyltransferase G9a; Histone-lysine N-methyltransferase EHMT2 (Homo sapiens), Q96KQ7; G9a H3K9 monomethylation, AlphaScreen, 2 h; Potency, µM (highest dose often 102 µM), for inactives: at the top dose activity, negative = inhibition, hits mostly inhibitors; 350,000 compounds, 8.8% hits; note: potency is the fitted concentration of half-maximal effect; % is set by controls: 0 for no effect and ±100 for the full control effect; nearly all actives have a fitted effect of over 75% in size
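Step 1: enzyme (final 20 nM) with compound, 15 min RT. Step 2: substrate peptide 500 nM and SAM 20 uM, 2 h RT. Step 3: anti-H3K9me1 antibody and AlphaScreen beads, 10 min, then plate read.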
PGK inhibitor: qHTS Assay to Find Inhibitors of Phosphoglycerate Kinase. PGK/GAPDH coupled, Kinase-Glo luminescence, 60 min. 380,000 compounds, 0.043% hits. Potency, µM (top dose mostly 57.5 µM), for inactives: top-dose activity change, negative = inhibition, actives largely listed as inhibitors. Phosphoglycerate kinase, glycosomal (Trypanosoma brucei brucei), P07378; note: potency is the fitted concentration of half-maximal effect; % is set by controls: 0 for no effect and ±100 for the full control effect; nearly all actives have a fitted effect of over 60% in size
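Recombinant glycosomal PGK reaction used 1,3-bisphosphoglycerate generated in-well by GAPDH (100nM final) in 100mM TEA pH 7.6, 5mM MgCl2, 0.01% Tween-20. After 60 minutes at room temperature, ATP was read by Kinase-Glo Plus luminescence end-point.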
BAZ2B block: qHTS Assay for Inhibitors of BAZ2B; Potency, µM (series often up to 114 µM), inactives show top-dose activity change, negative = inhibition, usual class: inhibitors; Bromodomain adjacent to zinc finger domain protein 2B (Homo sapiens), Q9UIF8; AlphaScreen BAZ2B-H3K14Ac peptide displacement; 360,000 compounds, 4.4% hits; note: potency is the fitted concentration of half-maximal effect; % is set by controls: 0 for no effect and ±100 for the full control effect; nearly all actives have a fitted effect of over 60% in size
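AlphaScreen displacement of biotin-H3(5-23)K14Ac peptide (50 nM final) from BAZ2B (50 nM final) in PBS pH 7.4, 0.01% Tween-20; complex preformed 30 min RT, then compounds (top 110 uM) 30 min RT, beads 20 min dark.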
JMJD2A Tudor: qHTS Assay for Inhibitors of JMJD2A-Tudor Domain; Lysine-specific demethylase 4A (Homo sapiens), O75164; AlphaScreen JMJD2A-Tudor / H3K4me3 peptide binding; Potency, µM (top dose mostly 114 µM), for the others: at the highest dose activity change, negative = inhibition, usual class: inhibitors; 390,000 compounds, 4.4% hits; AID 504339, 2011; note: potency is the fitted concentration of half-maximal effect; % is set by controls: 0 for no effect and ±100 for the full control effect; nearly all actives have a fitted effect of over 50% in size
Target sequence (O75164 whole entry, looked up, the tested form may be a part): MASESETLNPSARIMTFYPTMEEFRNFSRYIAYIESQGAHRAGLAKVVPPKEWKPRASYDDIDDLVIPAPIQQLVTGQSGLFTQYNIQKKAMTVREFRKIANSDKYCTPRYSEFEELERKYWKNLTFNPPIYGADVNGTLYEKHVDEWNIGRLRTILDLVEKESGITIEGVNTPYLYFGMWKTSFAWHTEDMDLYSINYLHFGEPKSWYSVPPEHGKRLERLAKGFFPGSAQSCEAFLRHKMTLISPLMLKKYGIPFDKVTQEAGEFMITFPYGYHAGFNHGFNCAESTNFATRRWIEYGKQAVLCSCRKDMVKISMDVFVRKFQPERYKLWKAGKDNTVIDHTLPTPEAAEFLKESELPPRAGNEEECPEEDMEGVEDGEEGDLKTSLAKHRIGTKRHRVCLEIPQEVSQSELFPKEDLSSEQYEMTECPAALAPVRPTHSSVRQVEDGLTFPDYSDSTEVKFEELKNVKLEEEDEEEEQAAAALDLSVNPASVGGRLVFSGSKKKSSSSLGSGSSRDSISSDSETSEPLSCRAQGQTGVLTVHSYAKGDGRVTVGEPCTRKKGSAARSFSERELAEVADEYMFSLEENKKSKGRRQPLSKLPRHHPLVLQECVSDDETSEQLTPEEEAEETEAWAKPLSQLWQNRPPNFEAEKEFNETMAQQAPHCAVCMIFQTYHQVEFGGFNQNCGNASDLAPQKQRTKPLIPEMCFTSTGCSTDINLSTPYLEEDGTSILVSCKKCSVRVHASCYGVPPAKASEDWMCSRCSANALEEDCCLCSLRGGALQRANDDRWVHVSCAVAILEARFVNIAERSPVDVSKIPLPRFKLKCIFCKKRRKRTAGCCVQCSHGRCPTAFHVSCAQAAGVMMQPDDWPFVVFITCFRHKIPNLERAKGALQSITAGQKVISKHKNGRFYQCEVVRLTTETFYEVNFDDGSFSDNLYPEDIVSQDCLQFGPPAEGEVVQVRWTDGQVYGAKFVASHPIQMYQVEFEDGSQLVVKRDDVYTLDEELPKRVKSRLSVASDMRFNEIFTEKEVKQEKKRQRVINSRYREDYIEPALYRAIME
HP1b chromo inh: HTS for Inhibitors of HP1-beta Chromodomain Interactions with Methylated Histone Tails; Chromobox protein homolog 1 (Homo sapiens), P83916; AlphaScreen HP1-beta / biotin-H3K9me3 peptide binding; Potency, µM (doses to about 114 µM), inactives show top-dose activity change, negative = inhibition, hits mostly inhibitors; 390,000 compounds, 0.56% hits; note: potency is the fitted concentration of half-maximal effect; nearly all actives have a fitted effect of over 70% in size; inactives centre near 23
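Compound inhibition of the preformed complex between 50 nM HP1-beta and 50 nM biotinylated H3K9me3 peptide was read by AlphaScreen. Buffer was PBS pH 7.4 with 0.01% Tween-20. Incubations ran 30 min at room temperature, with 10 ug/mL donor/acceptor beads.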
The depositor's hits bear a star; i = inactive; ? = inconclusive; / = no result given; [ ] = remark or other dose. Unless noted, calls come from the whole dose curve; as a rule, active = well fitted curve in the direction sought with a large enough effect; inconclusive = small, poorly fitted or top-dose-only effect, or another doubt; inactive = no such curve, though single readings can be large; an effect the other way counts as inactive or inconclusive.

SMILES	PI4K2A block	ERG Ets-DNA blk	GLS inh	Pin1 inh	G9a inh	PGK inhibitor	BAZ2B block	JMJD2A Tudor	HP1b chromo inh
CSc1ncc(C(=O)Nc2ccc(Cl)cc2C(=O)c2ccccc2)c(C)n1	-1	6%	-1%	8%	-9%[59 µM]	i	-16%	-22%	5%
CCOc1ccc(NC(=O)C2CCCN2C(=O)Oc2ccccc2)cc1 (stereo not drawn)	1	16%	0%	2%	-9%	-5%	-22%	?	36%[57 µM]
CCN(CC)C(=O)COc1cc(C)cc2oc(=O)c3c(c12)CCCC3	-10	4%	5%	-5%	13%[59 µM]	-4%	-22%	-9%	12%
CC1CN(C)C(C)(C)CC1(O)c1ccccc1 (stereo not drawn)	-1	/	4%	-3%	28%[12.7 µM]	/	9%	-10%	26%
Cc1cc(NC(=O)c2cccn(Cc3cccc([N+](=O)[O-])c3)c2=O)no1	0	-2%	-21%	3%	5%[59 µM]	-6%	-6%	-18%	9%
C[n+]1cccc(C(=O)NCC2CCCO2)c1 (stereo not drawn)	-3	11%	0%	3%	?	i	-2%	-3%	16%
Cn1c(O)c(/C=C2\C=Nc3ccc(Br)cc32)c(=O)n(C)c1=O	1	-3%	-9%	7%	18%	0%	-5%	1%	58%[activator]
COC[C@]12CN(C)C3C4[C@H](OC)[C@H]1C3([C@@H](OC)C[C@H]2O)[C@@H]1C[C@@]2(O)[C@H](OC(=O)c3ccccc3)[C@@H]1[C@]4(OC(C)=O)[C@@H](O)[C@@H]2OC	-2	-2%	12%	-3%	/	-2%	/	-24%	17%
COC(=O)[C@@]1(C)[C@H]2C(=O)N(Cc3ccccc3)C(=O)[C@H]2[C@H]2CN=C(SCc3ccc(Cl)cc3)N21	1	5%	-3%	-4%	/	-2%	/	?	11%
O=c1[nH]c(=S)n(-c2ccc(Br)cc2)c(O)c1C=Nc1ccc(N2CCOCC2)cc1	-4	-10%	4%	?	?	i	-3%	-10%	47%[activator]
C[N+](C)(C)Cc1ccccc1	-1	-8%	12%	-13%	?	3%	-7%	-12%	9%
COC(=O)C1=C(c2ccc(F)cc2F)C[C@@H]2CC[C@H]1N2C(=O)N1CCCC1	-1	-2%	-2%	-4%	21%[2.33 µM]	2%	6%	-13%	34%
Cc1cc(C(=O)OCC(=O)Nc2ccccc2F)c(C)n1C1CC1	-3	-11%	0%	-4%	50µM*	i	-39%	-24%	1%
CC1SC2(CN3CCC2CC3)NC1=O (stereo not drawn)	-7	-6%	-13%	-5%	?	-2%	7%	17%[11.4 µM]	36%
Cc1ccc(/C=C2\C(=O)NC(=S)N(c3ccc(F)cc3)C2=O)s1	-2	25%	0%	?	6.3µM*	-10%	45µM*	-34%	11%
COC(=O)C1=C(c2ccc(OC(F)(F)F)cc2)C[C@@H]2CC[C@H]1N2C(=O)NCCc1ccccc1	-2	16%	-3%	7%	-4%[2.33 µM]	i	2%	-10%	118%[activator]
COc1ccc2c(CN3CC=C(c4ccccc4)CC3)cc(=O)oc2c1	-7	-2%	-24%	0%	?	i	0%	-13%	71%[activator]
O=C1C2CCN(CC2)[C@@H]1Cc1ccc2ccccc2c1O	-9	-1%	29%	3%	?	0%	4%	-21%	14%
CC[C@H]1C2C[C@H]3[C@@H]4N(C)c5ccccc5C45C[C@H](C2[C@H]5O)N3[C@@H]1O (stereo partly drawn)	-1	-16%	56%[activator]	-1%	-4%[59 µM]	-4%	4%	-6%	21%
CC1CN(O)C2CCc3c(no[n+]3[O-])C12O (stereo not drawn)	2	-12%	17%	0%	-1%[59 µM]	-9%	0%	-3%	25%
c1ccc2c3c([nH]c2c1)CNCC3	0	16%	18%	0%	-12%	-7%	-4%	-28%	17%
COC(=O)C1=C(c2cccc(OC)c2OC)C[C@@H]2CC[C@H]1N2C(=O)NCCCOC(C)C	0	-13%	-4%	-1%	/	i	/	-14%	43%[activator]
COC(=O)C(O)(c1ccc(NC(=S)NC(=O)c2ccc(Cl)cc2Cl)cc1)C(F)(F)F (stereo not drawn)	-1	/	8%	-1%	23%[59 µM]	i	-10%	-22%	-2%
O=C1CCN(C(=O)CCCn2c(=O)oc3ccccc32)CC1	4	0%	1%	?	2%	5%	0%	-5%	32%
C[N+](C)(C)CCOP(=O)([O-])OC[C@H](O)CO	-1	-4%	3%	?	1%	-1%	5%	-34%	-15%
Cc1cc(N(CCCl)CCCl)ccc1C=NNC(=O)Cc1cc(=O)oc2cc(O)ccc12	0	-1%	-1%	51%[activator]	/	-1%	/	4%	21%
COc1ccc(-c2nn(CCC#N)cc2C(=O)Nc2ccccc2)cc1OC	-2	4%	10%	-1%	-5%	-2%	6%	-3%	23%
CN(C)C1(CNC(=O)Cc2ccccc2F)CCCCC1	4	3%	13%	3%	14%	1%	7%	-17%	27%
Cc1nnc2ccc(-c3cccc(C(F)(F)F)c3)nn12	-6	-14%	-6%	5%	/	-1%	/	-6%	41%[activator]
CCOc1ccc(-c2cc(C)[n+](CCO)c(-c3ccc(OCC)cc3)c2)cc1	-8	-4%	0%	-2%	-6%[59 µM]	-11%	-6%	-19%	44%[activator]
C[C@]12CCC3C(CC[C@H]4C[C@@H](O)CC[C@]34C)C1C[C@@H](O)C2=O (stereo partly drawn)	1	0%	-14%	0%	/	-3%	/	-8%	36%
CCCCCCNC(=O)N[C@@H](Cc1ccc(O)cc1)C(=O)NCCC[C@H]1CN2C(=NC[C@H]2C)N1CC1CCC1	-1	11%	13%	2%	?	-10%	1%	-17%	12%
COc1ccc(NC(C)=O)cc1NC(=O)c1cccn(Cc2ccccc2)c1=O	-1	11%	-1%	-4%	9%[59 µM]	3%	0%	-12%	21%[57 µM]
C[C@]12CCC3C(CC[C@@H]4CC(=O)CC[C@]34C)C1CC[C@@H]2O (stereo partly drawn)	5	8%	-13%	-5%	/	i	/	-21%	5%
CCC1(C(=O)c2ccccc2)C2c3ccccc3OC(=O)C21C(C)=O (stereo not drawn)	-2	8%	-1%	-3%	-22%	-11%	-16%	-3%	36%
COC(=O)c1cn(S(=O)(=O)c2ccccc2)c2ccccc12	-7	-1%	-10%	20%	?	-4%	19%	41%[activator]	56%[activator]
CCCOc1ccc(N2CC(C(=O)Nc3ccccc3F)CC2=O)cc1 (stereo not drawn)	-1	4%	7%	-2%	?	-13%	2%	-8%	27%
COCOC1CCC2C3CCC4=CC(=O)CCC4=C3C=CC12C (stereo not drawn)	-6	/	3%	/	/	-12%	/	79µM*	?
Cc1ccc(N2C(=O)NC(=O)/C(=C\C=C\c3ccco3)C2=O)cc1C	?	56%[activator]	0%	?	10µM*	-6%	45µM*	?	?
Cc1ccsc1C(=O)C1CCCN(Cc2cnc(N)nc2)C1 (stereo not drawn)	-1	4%	3%	-4%	/	-1%	-9%	-8%	34%
CCC1CCCCN1CCCNS(=O)(=O)c1ccc2c(c1)oc(=O)n2C (stereo not drawn)	12	15%	3%	?	/	0%	-19%	-15%	50%[activator]
Cc1nn(Cc2ccccc2Cl)c(Cl)c1C(=O)O	-3	14%	0%	-9%	8%	-8%	-3%	-9%	31%
O=C(c1cc(F)ccc1F)C1CCCN(CCCc2ccccc2)C1 (stereo not drawn)	-4	-3%	-28%	-3%	8%	0%	2%	9%	26%
Nc1ccc(S(=O)(=O)N2CCCCC2c2cccnc2)cc1 (stereo not drawn)	0	2%	-2%	-8%	-48%	-3%	8%	-3%	51%[activator]
Cc1cc(C)cc(NC2=NCCCS2)c1	-1	-2%	0%	3%	-17%	-12%	5%	-2%	61%[activator]
CCCN1CCC2(CC1)NC(CO)(CO)CO2	-2	-6%	-9%	-14%	16%[59 µM]	-3%	10%	-10%	23%
CC(=C1C(=O)c2ccccc2C1=O)N1CCN(CCN=Cc2c(O)n(C)c(=O)n(C)c2=O)CC1	-7	-1%	6%	-2%	?	-1%	-31%	-11%	38%[activator]
CC(=O)Nc1ccc(OC(=O)N(C)C)cc1	3	2%	-11%	-16%	-4%[59 µM]	7%	18%	-8%	16%
O=C1CC(c2ccccc2)CC(O)=C1C=NCCN1CCN(C(=O)Cc2ccccc2)CC1 (stereo not drawn)	2	0%	1%	-19%	79µM*	6%	10%	-11%	44%[activator]
COc1ccc2cc(C(=O)C3CCCN(C4CCOCC4)C3)ccc2c1 (stereo not drawn)	-1	2%	-3%	-9%	-6%	-5%	1%	-13%	39%

Results in HP1b chromo inh, GLS inh and G9a inh (two entries from above):
compound	HP1b chromo inh	GLS inh	G9a inh
COc1ccc(-c2nn(CCC#N)cc2C(=O)Nc2ccccc2)cc1OC	23%	10%	-5%
c1ccc2c3c([nH]c2c1)CNCC3	17%	18%	-12%

These rows are one share of the data, so the mix of outcomes need not match the whole.
